CHRM5 antagonist – blocks acetylcholine activation of human M5 receptor. inhibition, % at 3 µM. 360,000 compounds, 0.59% hits. AID 624040. CHO-hM5 cells, Fluo-8 calcium fluorescence, ACh EC80. P08912;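 active = inhibition above a per-plate cutoff, the mean of that plate's test compounds plus 3 SD, cut at about 27% in these data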;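 note: 0% = acetylcholine EC80 with DMSO and 100% = DMSO without agonist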
TAAR1 agonist – human TAAR1 agonism | CHO RD-HGA16 TAAR1, Fluo-8 calcium fluorescence; vehicle wells 0%, saturating PEA agonist 100% | activation, % at 3 µM | 360,000 compounds, 0.99% hits | AID 624467 | Q96RJ0;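 active = activation above the mean activation of all test compounds in the run plus 3 SD, cut at about 38% in these data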
Target sequence (Q96RJ0 whole entry, looked up): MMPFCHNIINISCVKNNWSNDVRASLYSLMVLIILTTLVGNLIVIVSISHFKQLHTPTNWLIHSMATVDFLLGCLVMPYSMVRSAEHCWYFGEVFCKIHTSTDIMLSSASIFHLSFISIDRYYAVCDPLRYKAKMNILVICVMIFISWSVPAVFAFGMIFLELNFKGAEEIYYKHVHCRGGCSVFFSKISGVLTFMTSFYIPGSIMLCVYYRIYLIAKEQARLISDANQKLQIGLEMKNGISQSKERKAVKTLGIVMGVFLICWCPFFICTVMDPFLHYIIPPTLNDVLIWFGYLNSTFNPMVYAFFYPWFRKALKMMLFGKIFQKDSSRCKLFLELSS
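Test system: RD-HGA16 (CHO) cells co-expressing Gα16 and hTAAR1 / Benchmarks: DMSO vehicle as 0%, PEA at EC100 as 100% / Repeats: no replicates (n 1) / Measure: % activation from peak over basal fluorescence ratio, DMSO-to-PEA scaled / Timing: 17-24 h plating, Fluo-8 75 min 37 °C, 30 min RT / Technique: kinetic Fluo-8 calcium fluorescence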
M4 antag – blocks acetylcholine activation of human M4 receptor | AID 624125 | inhibition, % at 3 µM | CHO-hM4 cells, ACh EC80, Fluo-8 calcium fluorescence | 360,000 compounds, 0.73% hits;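 active = inhibition above its plate's cutoff, the mean inhibition of sample wells plus 3 SD, cut at about 27% in these data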;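 note: 0% = acetylcholine EC80 with DMSO and 100% = DMSO without agonist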
Target sequence (P08173 whole entry, looked up): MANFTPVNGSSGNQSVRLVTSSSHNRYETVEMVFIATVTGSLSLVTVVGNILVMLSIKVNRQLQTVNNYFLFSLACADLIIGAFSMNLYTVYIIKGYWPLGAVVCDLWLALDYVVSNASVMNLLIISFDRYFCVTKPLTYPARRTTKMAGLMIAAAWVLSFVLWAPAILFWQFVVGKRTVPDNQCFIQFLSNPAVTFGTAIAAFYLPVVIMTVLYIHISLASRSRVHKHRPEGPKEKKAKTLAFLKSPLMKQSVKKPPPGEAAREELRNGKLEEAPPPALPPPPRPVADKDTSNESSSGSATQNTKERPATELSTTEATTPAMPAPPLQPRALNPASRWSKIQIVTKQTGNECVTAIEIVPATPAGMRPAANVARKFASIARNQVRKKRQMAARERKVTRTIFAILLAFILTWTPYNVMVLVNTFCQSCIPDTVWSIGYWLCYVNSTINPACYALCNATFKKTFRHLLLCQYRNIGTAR
CHRM1 PAM – human CHRM1 positive allosteric modulation. CHO-K1 hM1, Fluo-8 calcium fluorescence, ACh EC20; 0% = ACh EC20, 100% = maximal ACh. activation, % at 3 µM. 360,000 compounds, 0.088% hits. AID 588819; in the data active = activation above about 19%, passing the limit was not always enough
CHRM1 antagonist – human CHRM1 antagonism; P11229; CHO-K1 hM1, Fluo-8 calcium fluorescence, ACh EC80 antagonist; inhibition, % at 3 µM; 360,000 compounds, 1.3% hits; AID 588852;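 active = percent inhibition above its own plate's cutoff, namely the mean of that plate's compound wells plus 3 SD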;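 note: peak over basal fluorescence ratio during 140 s after agonist addition; 0% = ACh EC80 plus DMSO and 100% = DMSO alone without agonist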
M5 PAM – positive allosteric modulators of human muscarinic M5 receptor. P08912. AID 624038. activation, % at 3 µM. 360,000 compounds, 0.3% hits. CHO-K1 hM5, Fluo-8 calcium, ACh EC20 PAM; 0% = ACh EC20, 100% = ACh EC100;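 active = activation above the run cutoff, the mean activation of all test compounds plus 3 SD, cut at about 18% in these data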
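Test system: CHO-K1 hM5 cells / Doses: single-point, 3 µM nominal / Times: Post-acetylcholine fluorescence recording 140 s / Technique: Fluo-8 calcium fluorescence / Measure: Max/basal fluorescence ratio as % of EC20–EC100 ACh window / Benchmarks: low control EC20 acetylcholine (0%), high control EC100 acetylcholine (100%) / Replicates: one well per compound, no replicates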
M4 ag – agonists of human muscarinic M4 receptor (CHRM4) | 360,000 compounds, 0.14% hits | AID 624127 | activation, % at 3 µM | P08173 | CHO-K1 hM4/Gqi5, Fluo-8 calcium fluorescence; vehicle 0%, full acetylcholine response 100%;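 active = activation above the run mean over all test wells plus 3 SD, cut at about 32% in these data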;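 note: peak over basal fluorescence ratio per well then scaled between controls; 0% = DMSO wells and 100% = acetylcholine at EC100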
CHRM5 agonist – agonists of human muscarinic M5 receptor (CHRM5). CHO-K1 hM5 cells, Fluo-8 calcium fluorescence; 0% DMSO wells, 100% maximal acetylcholine response. 360,000 compounds, 0.19% hits. activation, % at 3 µM;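 active = activation above the run's mean over test compounds plus 3 SD, cut at about 23% in these data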;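 note: signal is peak over basal fluorescence ratio across the kinetic read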
CHRM1 agonist – human M1 muscarinic receptor agonism | P11229 | CHO-K1 hM1, Fluo-8 calcium fluorescence, agonist mode; 0% DMSO, 100% acetylcholine EC100 | activation, % at 3 µM | 360,000 compounds, 0.33% hits | AID 588814;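 active = activation above the run's mean compound activation plus 3 SD, cut at about 16% in these data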;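 note: peak over basal fluorescence ratio within a 140 s kinetic read after compound addition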
Numbers without * were called inactive; . = not tested or not shown. An excerpt (hit frequency here may not be typical).

Every second line gives: CHRM5 antagonist	TAAR1 agonist	M4 antag	CHRM1 PAM	CHRM1 antagonist	M5 PAM	M4 ag	CHRM5 agonist	CHRM1 agonist
O=C(CSc1nnc(-c2ccc(F)cc2)o1)N1CCCC1
    8.2	-2.6	-5.7	14.5	-18.5	-0.6	1.8	-2.6	-2.6
CNC(=O)CC1C(=O)N(c2ccc(Cl)cc2)C(=S)N1CCc1ccc(OC)c(OC)c1 (stereo unspecified)
    8.4	3.4	-9.1	12.1	-17.5	0.8	2.7	3.0	1.6
Cc1ccc(S(=O)(=O)Cn2nnnc2C(c2ccccc2)N2CCN(c3ccccc3)CC2)cc1 (stereo unspecified)
    -3.8	4.0	-5.3	2.3	10.3	6.8	-0.5	-7.4	-3.1
CCN1C(=O)/C(=C\N2CCOCC2)SC1=S
    -5.2	1.9	20.4	5.5	5.3	1.4	0.7	-2.8	-6.5
Cc1nn(C)c(N)c1C(O)(c1nccn1C)C(F)(F)F (stereo unspecified)
    1.3	5.7	1.5	5.6	-4.2	-0.3	1.2	-0.7	-2.0
C[C@H](CO)N1C[C@H](C)[C@H](CN(C)S(=O)(=O)c2cccs2)OCc2cnnn2CCCC1=O
    -1.8	2.5	5.7	-1.3	-8.1	2.4	0.5	-0.4	-7.3
Cn1c(-c2cccc3ccccc23)n[nH]c1=S
    -5.0	0.5	11.7	1.6	4.6	1.0	-0.8	0.5	-3.6
CCCOc1cccn2c(N(C)C(=O)c3ccccc3F)c(CC)nc12
    1.8	0.4	-1.2	1.1	-4.5	0.3	-0.1	-0.5	-6.3
COc1ccc(S(=O)(=O)Nc2ccc(-c3ccc4nnc(C)n4n3)cc2)c(OC)c1
    4.7	6.6	-7.9	0.4	-5.3	5.0	4.2	4.2	-2.3
COc1ccc(S(=O)(=O)N2CCCCCC2)cc1C(=O)OCC(=O)NC1CCS(=O)(=O)C1 (stereo unspecified)
    6.7	6.5	4.4	3.9	1.2	-6.0	2.0	2.0	-4.9
Cn1cc(CN2CCC(n3nccc3NC(=O)Cc3ccccc3)CC2)cn1
    5.7	0.0	-2.7	14.2	-17.2	3.0	0.7	-4.5	-4.2
C/C(Cl)=C/CN1C(=O)C2C3C=CC(C3)C2C1=O (stereo unspecified)
    -4.2	4.8	-5.0	7.2	1.9	4.9	-0.2	-4.7	-4.7
Cc1cccc(NC(=O)C2NC(=O)CC2c2ccccc2)c1C (stereo unspecified)
    3.2	2.5	-2.7	7.0	-15.2	-4.6	0.6	0.6	-3.8
O=C(Cn1cc2c(n1)CCCCC2)N1CCc2ccccc21
    -0.6	-0.3	-8.4	6.4	-13.6	-3.0	1.1	0.3	0.9
COC(=O)/C=C1/N/C(=N\c2nc(C)cc(C)n2)N(c2ccc(Cl)cc2)C1=O
    -3.1	0.5	-9.3	-2.4	-2.8	2.6	1.1	-0.7	-3.1
CC12CCC3c4ccccc4CCC3(CO1)C2 (stereo unspecified)
    16.1	6.4	0.4	-2.9	3.9	-0.9	-0.1	1.4	-3.6
COc1cc(NC2c3ccccc3C(=O)N2Cc2ccc3c(c2)OCO3)cc(OC)c1 (stereo unspecified)
    -2.8	-0.7	1.9	0.6	-14.1	1.9	3.6	-13.9	-4.8
COc1ccccc1OCC(=O)Nc1cc(S(=O)(=O)N2CCOCC2)ccc1N1CCCCC1
    12.8	-1.1	-7.2	-5.0	-4.9	-17.4	2.6	-0.7	-3.0
C[C@H](CO)NC(=O)c1[nH]cnc1C(=O)Nc1ccc(CNC(=O)OC(C)(C)C)cc1
    -11.1	1.6	-2.0	1.2	-12.3	5.1	2.2	2.0	-3.6
O=c1c(Cl)c(N2CCC3(CC2)OCCO3)cnn1C12CC3CC(CC(C3)C1)C2
    1.1	-0.5	20.1	8.1	-12.9	4.0	-0.1	0.8	-9.2
Nc1nnc(CC(=O)N2CCCCC2)s1
    5.6	6.7	8.4	4.3	2.9	-6.7	0.7	2.4	0.3
Cc1nc2ncnn2c(N2CCN(C(=O)c3cccc(F)c3)CC2)c1C
    -0.5	5.8	-1.3	-2.8	11.8	0.4	1.3	-3.4	-5.3
O=C(NCCC1=CCCCC1)c1ccc(CN2CCOCC2)cc1
    7.2	3.5	7.7	-0.7	-3.3	-5.9	0.6	-5.5	-5.8
O=C(N/N=C/c1ccc(Br)s1)Nc1ccccc1
    5.3	12.3	-3.4	4.0	1.1	1.0	4.5	-0.5	0.1
O=C(O)CCCC(=O)Nc1ccccc1C(=O)O
    -4.5	5.2	-0.1	2.4	0.9	12.2	0.6	1.8	-3.4
N#Cc1c2n(c(=S)n(-c3ccccc3[N+](=O)[O-])c1=O)CCCCC2
    10.4	1.2	4.4	4.4	-6.7	-4.7	1.0	-1.8	-4.4
COc1ccc(S(=O)(=O)N2CCCC(C(=O)NCc3ccncc3)C2)cc1Cl (stereo unspecified)
    2.9	0.8	0.0	-2.9	5.0	5.1	3.1	-0.6	-10.0
O=C(Cc1ccccc1)c1c[nH]c(C(=O)C(Cl)(Cl)Cl)c1
    -2.5	0.6	4.7	4.6	-3.5	5.7	1.1	-1.7	-0.9
O=C(COc1cccc(NC(=O)c2ccccc2)c1)c1ccc(F)cc1
    4.5	14.5	-3.6	-3.9	3.3	-10.7	15.2	0.1	-2.1
CCOc1ccccc1NC(=O)CNC(=O)Cc1ccccc1
    16.9	0.3	1.5	7.7	-8.2	-2.9	2.3	-1.5	-4.4
O=C(Nc1ccc(S(=O)(=O)N2CCOCC2)cc1)c1c(F)cccc1F
    11.2	0.7	7.5	4.5	-2.3	-5.2	2.6	-1.0	-7.9
CCOC(=O)N/N=C(\C)c1ccc(OC(F)F)cc1OC(F)F
    17.7	9.6	6.6	-6.4	3.5	-7.1	-0.7	-1.3	-4.4
O=C(NCc1ccco1)C12CN(Cc3ccccc3)CC1C(c1cccc([N+](=O)[O-])c1)=NO2 (stereo unspecified)
    2.5	8.5	11.1	1.5	-2.5	-3.9	6.3	-0.4	-4.8
CCOC(=O)Cc1c(C)nc2cc(C)nn2c1C
    -3.4	8.7	-2.3	3.4	-14.2	3.0	0.3	-1.3	-3.8
COC(=O)C1CN(C(=O)c2cccc(OC(F)F)c2)c2ccccc2O1 (stereo unspecified)
    16.1	11.9	6.6	-0.9	3.3	0.6	1.3	-1.1	-4.2
CCC1=Nc2cc(C(=O)NCc3cccnc3)ccc2Sc2ccc(C)cc21
    8.9	13.2	-4.6	-3.8	-6.6	-3.5	2.6	-3.4	-5.3
O=C(C1CCC(CNS(=O)(=O)c2cccs2)CC1)N1CCN(c2ccc(F)cc2)CC1 (stereo unspecified)
    11.4	7.0	-16.9	6.9	-2.8	-1.4	1.6	1.4	0.2
CCCOC(=O)c1c(NC(=O)/C=C/c2cnn(C)c2C)sc(C(=O)OCC)c1C
    0.8	1.4	0.0	5.3	-6.8	-5.3	0.8	3.9	-2.3
Cc1ccc(S(=O)(=O)N2C3CC(c4ccccc4)N(S(=O)(=O)c4cccc(Cl)c4)CC3C(=O)C[C@H]2c2ccccc2)cc1 (stereo partly specified)
    -8.0	-0.1	-3.4	.	.	5.2	2.2	2.9	.
O=C(CCN1CCOCC1)NNC(=S)NC(=O)c1ccc(Br)cc1
    7.4	4.3	12.1	3.3	2.7	-2.5	0.6	2.5	-3.2
Cc1ccc2[nH]c(=O)c3cc(C(=O)N(C)c4ccccc4C)sc3c2c1
    8.2	-0.5	7.7	10.1	-11.4	5.5	0.3	-4.0	-2.9
CC(=O)Nc1cccc(NC(=O)C(C)N2c3cccc4cccc(c34)S2(=O)=O)c1 (stereo unspecified)
    12.2	0.5	-3.9	0.9	5.8	-2.7	3.9	-3.9	-1.4
Cn1c(=O)c2c(C(=O)O)cc(-c3ccccc3)nc2n(Cc2ccccc2)c1=O
    6.3	-0.9	-7.0	6.5	-5.5	0.4	1.1	-2.0	-3.0
Cc1ccc(CSc2nnc(NC(=O)C3COc4ccccc4O3)s2)cc1 (stereo unspecified)
    -2.9	-0.3	0.1	8.8	-9.6	2.4	0.2	0.2	-1.2
CC(C)OCCCNCC(O)c1ccccc1 (stereo unspecified)
    14.0	7.2	6.4	6.6	-5.5	-3.0	-0.1	-1.9	-1.9

Ordered by heavy-atom count (lowest first): some entries from above.
Every second line gives: CHRM5 antagonist	TAAR1 agonist	M4 antag	CHRM1 PAM	CHRM1 antagonist	M5 PAM	M4 ag	CHRM5 agonist	CHRM1 agonist
CCOC(=O)N/N=C(\C)c1ccc(OC(F)F)cc1OC(F)F
    17.7	9.6	6.6	-6.4	3.5	-7.1	-0.7	-1.3	-4.4
O=C(Nc1ccc(S(=O)(=O)N2CCOCC2)cc1)c1c(F)cccc1F
    11.2	0.7	7.5	4.5	-2.3	-5.2	2.6	-1.0	-7.9
CCCOC(=O)c1c(NC(=O)/C=C/c2cnn(C)c2C)sc(C(=O)OCC)c1C
    0.8	1.4	0.0	5.3	-6.8	-5.3	0.8	3.9	-2.3

Carrying on:
Every second line gives: CHRM5 antagonist	TAAR1 agonist	M4 antag	CHRM1 PAM	CHRM1 antagonist	M5 PAM	M4 ag	CHRM5 agonist	CHRM1 agonist
O=c1c2c3c(sc2nc(NCCOCCO)n1Cc1ccco1)CCCCC3
    -1.7	2.6	-15.8	11.3	-13.1	7.5	1.1	1.0	-2.8
CCCCCn1nc(C(=O)N2CCc3ccccc32)c2ccccc2c1=O
    -2.1	5.7	-9.3	-12.2	9.2	-1.0	1.0	0.2	-7.2
Cc1cccc(OCc2nnc(SCC(=O)Nc3cccc(C(=O)N4CCOCC4)c3)n2C)c1C
    8.1	5.5	6.1	3.1	-4.4	-5.8	1.4	-2.6	-8.6
O=Cc1ccc2cccnc2n1
    4.1	7.7	-9.8	10.9	-5.5	10.2	0.6	1.1	-1.7
O=C(NCCO)Nc1ccc2nsnc2c1
    -3.4	0.1	-0.5	1.0	-3.5	4.0	0.3	-0.4	-5.0
CC(C)(C)c1ccc(C(=O)NN2C(=O)CSC2=S)cc1
    7.2	1.0	11.3	9.2	-4.8	3.6	1.5	-2.4	-4.0
O=[N+]([O-])c1cccc(COc2ccccc2CN2CCOCC2)c1
    4.3	3.8	1.3	11.4	-22.5	-5.4	2.8	-1.0	-6.6
COC(=O)C1(C(=O)OC)c2ccccc2N(S(=O)(=O)c2ccc(C)cc2)C1CC(=O)c1ccccc1 (stereo unspecified)
    -0.1	1.4	-0.4	.	.	-2.5	3.2	1.4	.
COc1ccc(C(=O)NCCc2ccc(S(N)(=O)=O)cc2)cc1OC
    -13.4	5.3	3.6	17.3	-7.8	10.1	0.8	1.8	0.1
CCN(CC)C(=O)C1CCCN(C(=O)Nc2ccccc2)C1 (stereo unspecified)
    -6.0	5.0	-8.8	10.5	-7.3	1.7	0.5	2.1	-1.7
CC(=O)Oc1ccc(N2C(=O)c3cccc4c([N+](=O)[O-])ccc(c34)C2=O)cc1
    16.3	1.7	17.0	8.6	-10.0	-0.8	-0.9	-5.1	-3.2
COc1ccccc1S(=O)(=O)Cc1ccc(C(=O)NCC(OC)OC)o1
    10.3	6.3	0.7	10.6	-10.7	0.2	0.5	-1.1	-1.8
